Mtb BioA inh – BioA (M. tuberculosis) enzyme inhibition. AID 602481. purified M. tuberculosis BioA enzyme, plate reader. 360,000 tested, 0.096% active. inhibition, % at 9.99 µM; in the data active means inhibition above about 40%
* = called active by the depositor. This is a subset; rates above refer to the full screens.

SMILES	Mtb BioA inh
CC(C)CC#Cc1ccc2c(c1)O[C@@H](CN(C)Cc1cncnc1)[C@@H](C)CN([C@@H](C)CO)S2(=O)=O	5.8
COc1ccc(NC(=O)N(C)C[C@H]2Oc3ccc(NS(=O)(=O)c4c(C)noc4C)cc3CC(=O)N([C@@H](C)CO)C[C@H]2C)cc1	-4.9
O=C(CCN1CCCCC1)N[C@H]1CC[C@H](CCn2cc(-c3cccc(F)c3)nn2)O[C@@H]1CO	1.5
CCC(=O)Nc1ccc2c(c1)C(=O)N(C)C[C@H](OC)[C@@H](C)CN(CC1CCCCC1)[C@H](C)CO2	1.1
C[C@@H]1CN([C@H](C)CO)S(=O)(=O)c2ccc(-c3ccncc3)cc2O[C@@H]1CN(C)S(=O)(=O)c1ccccc1F	-5.0
O=C(Nc1cccc(Cl)c1)N[C@H]1CC[C@H](CCNC(=O)C2CCC2)O[C@H]1CO	1.6
C[C@H](CO)N1C[C@H](C)[C@H](CN(C)CC2CC2)Oc2ccc(NS(=O)(=O)c3ccccc3)cc2C1=O	-0.2
CN(C)C(=O)C[C@H]1CC[C@@H]2[C@H](COc3ccc(NC(=O)NCc4ccccc4)cc3C(=O)N2C)O1	-0.7
COc1cccc(C(=O)Nc2ccc3c(c2)C(=O)N(C)[C@@H]2CC[C@H](CC(=O)NCCCN4CCOCC4)O[C@H]2CO3)c1	-2.2
CCCN1C[C@@H](C)[C@H](OC)CN(C)C(=O)c2cc(NS(=O)(=O)c3ccccc3)ccc2OC[C@@H]1C	0.0
COc1cccc(-c2cnc3c(c2)C(=O)N([C@@H](C)CO)C[C@@H](C)[C@@H](CN(C)Cc2ccc(F)cc2)O3)c1	2.6
Cc1ccc(S(=O)(=O)Nc2cccc3c2O[C@H](CN(C)C(=O)NC2CCCCC2)[C@H](C)CN([C@H](C)CO)C3=O)cc1	5.9
O=C(C1CCOCC1)N1C[C@H]2[C@@H](c3ccccc31)[C@H](CO)N2Cc1ccc(Cl)cc1	6.6
Cc1ccccc1S(=O)(=O)NCC[C@H]1CC[C@@H](NC(=O)C2CCOCC2)[C@@H](CO)O1	-0.3
Cc1noc(C)c1NC(=O)N(C)C[C@H]1Oc2ccc(NC(=O)CCC(F)(F)F)cc2CC(=O)N([C@H](C)CO)C[C@@H]1C	-2.5
C[C@@H]1CN([C@@H](C)CO)C(=O)c2cc(-c3ccc(C#N)cc3)cnc2O[C@@H]1CN(C)C(=O)Nc1ccccc1	2.8
CCNC(=O)C[C@H]1CC[C@H]2[C@@H](COc3ccc(NC(=O)Nc4ccccc4F)cc3C(=O)N2C)O1	-2.2
O=C(C[C@@H]1CC[C@H]2[C@@H](COC[C@H](O)CN2C(=O)Nc2ccccc2)O1)NCCCN1CCOCC1	2.0
C[C@H]1CN([C@@H](C)CO)C(=O)c2cc(NC(=O)C3CCCCC3)ccc2O[C@@H]1CN(C)Cc1ccncc1	-1.3
COC(=O)[C@@H]1[C@@H](CO)[C@@H]2Cn3c(ccc(C4=CCCCC4)c3=O)[C@H]1N2CCc1ccccc1	0.2
CO[C@@H]1CN(C)C(=O)c2ccc(NS(=O)(=O)c3ccccc3)cc2OC[C@@H](C)N(C(=O)NC(C)C)C[C@H]1C	-1.7
CN(C)C(=O)C[C@@H]1CC[C@@H](NC(=O)C2CCOCC2)[C@H](CO)O1	-4.3
C[C@@H]1CN([C@H](C)CO)C(=O)c2cc(-c3ccccc3)cnc2O[C@H]1CN(C)C(=O)c1cccc(F)c1	7.3
COCC#Cc1ccc2c(c1)O[C@H](CN(C)C(=O)C1CCC1)[C@H](C)CN([C@H](C)CO)S2(=O)=O	-3.7
CO[C@@H]1CN(C)C(=O)c2cc(NC(=O)Nc3ccc(F)cc3)ccc2OC[C@@H](C)N(C(=O)c2cnccn2)C[C@H]1C	-4.6
C[C@H](CO)N1C[C@H](C)[C@@H](CN(C)Cc2ccc3c(c2)OCCO3)OCc2cn(nn2)CCCC1=O	-1.4
CC(C)CC#Cc1ccc2c(c1)O[C@H](CN(C)C(=O)Cc1ccccn1)[C@@H](C)CN([C@@H](C)CO)S2(=O)=O	0.1
C[C@@H]1CCCCO[C@@H](CN(C)S(=O)(=O)c2cccs2)[C@@H](C)CN([C@@H](C)CO)C(=O)c2cc(NS(=O)(=O)c3cn(C)cn3)ccc2O1	-1.0
CCC(=O)Nc1ccc2c(c1)OC[C@@H](C)N(Cc1cncnc1)C[C@@H](C)[C@@H](OC)CN(C)C2=O	1.7
CO[C@H]1CN(C)C(=O)c2ccc(NC(=O)c3nc4ccccc4s3)cc2OC[C@@H](C)N(Cc2ccncc2)C[C@H]1C	-3.1

Twelve neighbouring entries out of the list so far:
SMILES	Mtb BioA inh
C[C@H]1CN([C@@H](C)CO)C(=O)c2cc(NC(=O)C3CCCCC3)ccc2O[C@@H]1CN(C)Cc1ccncc1	-1.3
COC(=O)[C@@H]1[C@@H](CO)[C@@H]2Cn3c(ccc(C4=CCCCC4)c3=O)[C@H]1N2CCc1ccccc1	0.2
CO[C@@H]1CN(C)C(=O)c2ccc(NS(=O)(=O)c3ccccc3)cc2OC[C@@H](C)N(C(=O)NC(C)C)C[C@H]1C	-1.7
CN(C)C(=O)C[C@@H]1CC[C@@H](NC(=O)C2CCOCC2)[C@H](CO)O1	-4.3
C[C@@H]1CN([C@H](C)CO)C(=O)c2cc(-c3ccccc3)cnc2O[C@H]1CN(C)C(=O)c1cccc(F)c1	7.3
COCC#Cc1ccc2c(c1)O[C@H](CN(C)C(=O)C1CCC1)[C@H](C)CN([C@H](C)CO)S2(=O)=O	-3.7
CO[C@@H]1CN(C)C(=O)c2cc(NC(=O)Nc3ccc(F)cc3)ccc2OC[C@@H](C)N(C(=O)c2cnccn2)C[C@H]1C	-4.6
C[C@H](CO)N1C[C@H](C)[C@@H](CN(C)Cc2ccc3c(c2)OCCO3)OCc2cn(nn2)CCCC1=O	-1.4
CC(C)CC#Cc1ccc2c(c1)O[C@H](CN(C)C(=O)Cc1ccccn1)[C@@H](C)CN([C@@H](C)CO)S2(=O)=O	0.1
C[C@@H]1CCCCO[C@@H](CN(C)S(=O)(=O)c2cccs2)[C@@H](C)CN([C@@H](C)CO)C(=O)c2cc(NS(=O)(=O)c3cn(C)cn3)ccc2O1	-1.0
CCC(=O)Nc1ccc2c(c1)OC[C@@H](C)N(Cc1cncnc1)C[C@@H](C)[C@@H](OC)CN(C)C2=O	1.7
CO[C@H]1CN(C)C(=O)c2ccc(NC(=O)c3nc4ccccc4s3)cc2OC[C@@H](C)N(Cc2ccncc2)C[C@H]1C	-3.1

(further entries)
SMILES	Mtb BioA inh
C[C@@H]1CN([C@H](C)CO)C(=O)c2c(c3ccccc3n2C)-c2ccccc2CO[C@@H]1CN(C)S(=O)(=O)c1ccc(Cl)cc1	-1.3
CCCC#Cc1ccc2c(c1)O[C@H](CN(C)Cc1cncnc1)[C@H](C)CN([C@@H](C)CO)S2(=O)=O	2.0
C[C@@H]1CN([C@@H](C)CO)C(=O)c2cc(N(C)C)ccc2O[C@H]1CN(C)C(=O)Nc1ccc(C(F)(F)F)cc1	-1.3
CC(C)C#Cc1cnc2c(c1)C(=O)N([C@@H](C)CO)C[C@@H](C)[C@H](CN(C)C(=O)Nc1ccccc1)O2	0.8
COc1ccc(NC(=O)N(C)C[C@@H]2Oc3c(NC(=O)c4ccncc4)cccc3C(=O)N([C@@H](C)CO)C[C@@H]2C)cc1	-0.6
COCC(=O)N1C[C@H]2[C@@H](c3ccccc31)[C@@H](CO)N2C(=O)Nc1ccccc1Cl	4.4
CO[C@H]1CN(C)C(=O)c2cc(NC(=O)C3CC3)ccc2OC[C@@H](C)N(CCc2ccccc2)C[C@H]1C	2.2
C[C@H]1CCCCO[C@H](CN(C)C(=O)Nc2cccc3ccccc23)[C@@H](C)CN([C@@H](C)CO)C(=O)c2cc(NS(=O)(=O)c3ccccc3)ccc2O1	-2.5
CCNC(=O)C[C@H]1CC[C@@H]2[C@@H](COc3ccc(NC(=O)Nc4ccccc4C)cc3C(=O)N2C)O1	2.1
CO[C@H]1CN(C)C(=O)c2ccc(NC(C)=O)cc2OC[C@H](C)NC[C@H]1C	-1.2
Cc1ccc(S(=O)(=O)N2C[C@H](O)COC[C@@H]3O[C@@H](CC(=O)N[C@H]4CCN(Cc5ccccc5)C4)CC[C@H]32)cc1	0.9
CCCC#Cc1ccc([C@@H]2[C@@H](CO)N3CCCCN(CC4CCOCC4)C[C@@H]23)cc1	1.1
COc1cccc(-c2ccc3c(c2)O[C@@H](CN(C)C(=O)c2ccccc2F)[C@@H](C)CN([C@@H](C)CO)S3(=O)=O)c1	-2.4
CC(C)c1cn(CC[C@H]2CC[C@H](NC(=O)C3CCCC3)[C@@H](CO)O2)nn1	2.2
C[C@@H]1CN([C@@H](C)CO)C(=O)Cc2cc(NS(=O)(=O)c3ccc(Cl)cc3)ccc2O[C@@H]1CN(C)C(=O)Nc1ccccc1	-1.4
CO[C@H]1CN(C)C(=O)c2ccc(NC(C)=O)cc2OC[C@@H](C)N(CC2CCCCC2)C[C@H]1C	0.1
Cc1noc(C)c1NC(=O)N(C)C[C@H]1OCCCC[C@@H](C)Oc2ccc(NC(=O)Nc3ccc(C(F)(F)F)cc3)cc2C(=O)N([C@H](C)CO)C[C@@H]1C	-1.0
C[C@@H]1CN([C@H](C)CO)C(=O)c2cc(N(C)C)ccc2O[C@@H]1CN(C)Cc1ccc2c(c1)OCO2	-2.0
CCCC(=O)Nc1ccc2c(c1)C(=O)N(C)[C@H]1CC[C@H](CC(=O)NCCN3CCCCC3)O[C@@H]1CO2	0.7
CNC[C@H]1Oc2c(NC(=O)c3ccncc3)cccc2C(=O)N([C@@H](C)CO)C[C@@H]1C	1.3
COc1ccc(CN(C)C[C@@H]2Oc3c(NC(=O)Nc4ccc(C(F)(F)F)cc4)cccc3C(=O)N([C@H](C)CO)C[C@@H]2C)cc1	0.4
COc1ccc(NC(=O)N2C[C@@H]3[C@H](c4ccccc42)[C@H](CO)N3C(=O)C2CCCCC2)cc1	3.0
CCCNC(=O)N(C)C[C@H]1Oc2cc(-c3ccc(C)cc3)ccc2S(=O)(=O)N([C@H](C)CO)C[C@H]1C	2.3
COc1ccc(NC(=O)N2CC[C@@H]3[C@@H](CO)N(C)c4ccc(-c5ccccc5F)cc4[C@@H]32)cc1	-0.1
O=C(NCC[C@@H]1CC[C@@H](NC(=O)C2CCOCC2)[C@H](CO)O1)c1cc(Cl)cc(Cl)c1	14
C[C@H](CO)N1C[C@H](C)[C@@H](CN(C)S(=O)(=O)c2ccc(F)cc2)Oc2ncc(C#CC3(O)CCCC3)cc2C1=O	1.6
COc1ccc(NC(=O)Nc2ccc3c(c2)C(=O)N([C@@H](C)CO)C[C@@H](C)[C@@H](CN(C)S(=O)(=O)c2ccc(OC)cc2)OCCCC[C@H](C)O3)cc1	-1.7
C/C=C/c1ccc([C@H]2[C@@H](CN(C)C(=O)CC)N(C(=O)NC(C)C)[C@H]2CO)cc1	3.2
CCC(=O)N1CCCCN2[C@@H](CO)[C@H](c3ccc(-c4cccnc4)cc3)[C@@H]2C1	0.0
O=C(C[C@@H]1CC[C@@H]2[C@H](COC[C@H](O)CN2S(=O)(=O)c2cccc(Cl)c2)O1)NC1CCC1	1.3
C[C@@H]1CN([C@@H](C)CO)S(=O)(=O)c2ccc(-c3cncnc3)cc2O[C@@H]1CN(C)C(=O)CC1CC1	0.8
COc1ccc(C(=O)N2C[C@@H]3[C@H](c4ccccc42)[C@@H](CO)N3Cc2ccccc2)cc1	-1.5
O=C1N(Cc2ccccc2)Cc2ccccc2[C@@H]2OC(c3ccc(OCCCO)cc3)=N[C@]12CCS(=O)(=O)c1ccccc1	-1.2
Cc1ccc(S(=O)(=O)N2CC[C@@H]3[C@H]2c2cc(-c4ccccc4F)ccc2N[C@@H]3CO)cc1	0.1
COC(=O)C[C@@H]1CC[C@H]2[C@@H](COc3ccc(NS(=O)(=O)c4ccc(C)cc4)cc3C(=O)N2C)O1	1.1
O=C(CN1CCOCC1)N1CCCCN2[C@H](CO)[C@H](c3ccc(/C=C/c4ccccc4)cc3)[C@H]2C1	-4.2
C[C@@H]1CCCCO[C@@H](CN(C)C(=O)c2ccccc2)[C@@H](C)CN([C@@H](C)CO)C(=O)c2cc(N(C)C)ccc2O1	-1.5
C[C@@H]1CN([C@@H](C)CO)C(=O)c2cc(C3=CCCC3)cnc2O[C@@H]1CN(C)C(=O)c1ccc2c(c1)OCO2	0.1
Cc1ccccc1S(=O)(=O)N1CCCCN2[C@@H](CO)[C@H](c3ccc(C#CCN(C)C)cc3)[C@@H]2C1	0.7
C[C@H](CO)N1C[C@H](C)[C@H](CN(C)S(C)(=O)=O)Oc2ncc(-c3cccnc3)cc2C1=O	-1.3
CN(C)C(=O)c1ccc(-c2ccc3c(c2)[C@H]2[C@H](CCN2S(=O)(=O)c2ccccc2)[C@H](CO)N3)cc1	15
CN1C(=O)c2cc(NC(=O)C3CCCCC3)ccc2OC[C@@H]2O[C@H](CC(=O)NCc3ccccc3F)CC[C@H]21	2.2
C[C@@H]1CN([C@@H](C)CO)C(=O)Cc2cc(NS(C)(=O)=O)ccc2O[C@@H]1CN(C)S(=O)(=O)c1ccc(F)cc1	-2.1
C[C@@H]1CN([C@@H](C)CO)C(=O)c2cc(NC(=O)Nc3ccc4c(c3)OCO4)ccc2O[C@@H]1CN(C)S(=O)(=O)c1cn(C)cn1	3.7
CO[C@@H]1CN(C)C(=O)c2ccc(NS(C)(=O)=O)cc2OC[C@H](C)N(C(=O)C2CCCCC2)C[C@H]1C	-2.6
CN(C)C(=O)C[C@@H]1C[C@H]2c3cc(NS(C)(=O)=O)ccc3O[C@H]2[C@@H](CO)O1	-2.3
COc1cccc(NC(=O)N[C@@H]2CC[C@@H](CC(=O)NCc3ccncn3)O[C@@H]2CO)c1	0.4
C[C@H]1CCCCO[C@H](CN(C)C)[C@@H](C)CN([C@@H](C)CO)C(=O)c2cc(NS(=O)(=O)c3ccccc3)ccc2O1	-2.4
COCC(=O)N1CCCCN2[C@@H](CO)[C@@H](c3ccc(-c4ccc(OC)cc4)cc3)[C@@H]2C1	-0.2
COCC(=O)Nc1ccc2c(c1)C(=O)N(C)[C@@H]1CC[C@H](CC(=O)NCC(F)(F)F)O[C@@H]1CO2	-0.5
Cc1noc(C)c1NC(=O)Nc1ccc2c(c1)C(=O)N([C@H](C)CO)C[C@H](C)[C@H](CN(C)Cc1ccc(C(=O)Nc3ccccc3N)cc1)O2	5.7
C[C@@H]1CCCCO[C@H](CN(C)Cc2ccc3c(c2)OCO3)[C@H](C)CN([C@H](C)CO)C(=O)c2cc(NC(=O)NC3CCCCC3)ccc2O1	-0.8
